SENP7 inh – SENP7 protease inhibitors, primary screen, biochemical, luminescence, uHTS; recombinant SENP7, Z-RLRGG-aminoluciferin luminescence, 40 min; inhibition, % at 5 µM; 330,000 compounds, 1.5% hits; Sentrin-specific protease 7 (Homo sapiens), Q9BQF6;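 active means inhibition above about 50% at the single test dose, limit read from the data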;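 further: plate controls were DMSO with enzyme for no effect and no enzyme buffer wells for full effect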
Target sequence (Q9BQF6 706-1050 limits assumed): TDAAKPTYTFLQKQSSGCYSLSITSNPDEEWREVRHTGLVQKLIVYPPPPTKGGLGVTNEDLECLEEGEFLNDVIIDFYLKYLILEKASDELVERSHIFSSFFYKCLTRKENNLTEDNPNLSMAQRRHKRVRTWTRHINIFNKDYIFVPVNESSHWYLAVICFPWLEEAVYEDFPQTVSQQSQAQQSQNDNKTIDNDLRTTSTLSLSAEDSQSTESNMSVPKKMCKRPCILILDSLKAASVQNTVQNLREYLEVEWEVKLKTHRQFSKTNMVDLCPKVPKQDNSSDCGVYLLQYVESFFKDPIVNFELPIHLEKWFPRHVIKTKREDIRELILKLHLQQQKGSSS
SENP8 inh – SENP8 protease inhibitors, primary screen, biochemical, luminescence. AID 2540, 2010. purified SENP8, Z-RLRGG-aminoluciferin cleavage. inhibition, % at 10 µM. Sentrin-specific protease 8 (Homo sapiens), Q96LD8. 330,000 compounds, 1.2% hits
Target sequence (Q96LD8 whole entry, looked up): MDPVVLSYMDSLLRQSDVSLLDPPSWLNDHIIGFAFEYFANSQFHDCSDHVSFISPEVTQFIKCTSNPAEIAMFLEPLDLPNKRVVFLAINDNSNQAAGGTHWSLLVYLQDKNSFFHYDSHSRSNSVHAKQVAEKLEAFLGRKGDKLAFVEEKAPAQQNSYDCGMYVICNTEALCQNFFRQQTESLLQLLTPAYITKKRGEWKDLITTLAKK
Gli-Sufu block – Gli-Sufu pathway antagonists, primary screen, luciferase luminescence, Sufu-KO-LIGHT cells, uHTS; Sufu-KO-LIGHT fibroblasts, Gli luciferase reporter luminescence; inhibition, % at 5 µM; 340,000 compounds, 0.74% hits; AID 588413, 2011;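 active means inhibition above about 55%, limit read from the data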;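 further: 0% = DMSO-treated cells and 100% = wells with medium but no cells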
Jurkat NFkB inh – inhibitors of induced NF-kB luciferase reporter, primary screen, TCR NF-kB activation inhibitor project, cell-based, luminescence, uHTS; Jurkat, PMA/ionomycin-induced NF-kB luciferase reporter; inhibition, % at 4 µM; 330,000 compounds, 0.53% hits
UBC13 inh – UBC13 polyubiquitin chain formation inhibitors, primary screen, biochemical, TR-FRET, uHTS | Ubiquitin-conjugating enzyme E2 N (Homo sapiens), P61088 | inhibition, % at 20 µM | 330,000 compounds, 0.47% hits | AID 485273, 2010; in the data active means inhibition above about 45%, passing the limit was not always enough
Target sequence (P61088 whole entry, looked up): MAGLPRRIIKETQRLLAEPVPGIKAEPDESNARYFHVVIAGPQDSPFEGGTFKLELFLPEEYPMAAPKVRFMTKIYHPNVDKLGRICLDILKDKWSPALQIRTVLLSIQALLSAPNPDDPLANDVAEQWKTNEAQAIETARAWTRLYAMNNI
Apaf1 inhib – inhibitors of human Apaf-1 apoptosome, primary screen, biochemical, DEVD-Rh110 fluorescence, uHTS; Apoptotic protease-activating factor 1 (Homo sapiens), O14727; reconstituted apoptosome caspase-3 activity; inhibition, % at 20 µM; 330,000 compounds, 0.71% hits; AID 489030, 2010; active means inhibition of at least 40% at 20 µM;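 further: plate controls were DMSO wells for no effect and DEVD-CHO caspase inhibitor wells for full effect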
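Material: reconstituted apoptosome with Apaf-1, cytochrome c, caspase-9, procaspase-3, dATP. Technique: Rh110 fluorescence intensity. Buffer or medium: pH 7.5 Hepes buffer with CHAPS, BSA, DTT. Times: 30 min plus 50 min, RT.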
697 NFkB inh – inhibitors of PMA/ionomycin-induced NF-kB reporter, 697 cells, primary screen, B-cell NF-kB inhibitor project, cell-based, luminescence, uHTS; inhibition, % at 4 µM; 697 B-cell NF-kB luciferase reporter, 16 h; 330,000 compounds, 0.33% hits; in the data active means inhibition above about 35%
HKDC1 inhibitor – HKDC1 hexokinase inhibitors, primary screen, biochemical, fluorescence, uHTS | Q2TB90 | recombinant HKDC1, G6PDH/diaphorase resazurin coupled fluorescence | inhibition, % at 20 µM | 340,000 compounds, 0.16% hits | AID 493160, 2011;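 active means inhibition above about 35% when tested at 20 µM, limit read from the data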;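 further: plate controls were DMSO wells with enzyme for no effect and DMSO wells lacking enzyme for full effect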
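Test system: recombinant HKDC1 (HK5) hexokinase enzyme, produced in-house; Amount: enzyme 5 µg/mL final; Buffer or medium: Tris pH 8.0 buffer with MgCl2, Tween-20, BSA, BME; Reagent: glucose and ATP substrates; Doses: 20 µM test compound, 1% DMSO; Incubation: 90 min reaction incubation at room temperature, dark; Detection: resorufin fluorescence at 613 nm.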
* = called active by the depositor; · = not tested or not shown. Unless noted, no stated cut-off is given here; in the data, active means inhibition above about 50%; inactive means the rest. Hits appear at their usual frequency (roughly 3.6% active in at least one column).

SMILES	SENP7 inh	SENP8 inh	Gli-Sufu block	Jurkat NFkB inh	UBC13 inh	Apaf1 inhib	697 NFkB inh	HKDC1 inhibitor
Cc1ccc(S(=O)(=O)N/N=C\c2ccc(C)o2)cc1	-1	2	2	9	-1	-14	11	-7
O=C(O)C1CCN(Cc2cccnc2)CC1	3	-10	-3	-6	0	-2	13	-10
COc1ccc(C(=O)Cn2c(=N)n(C)c3ccccc32)cc1	-12	-16	-37	-124	6	1	-199	-8
CCOC(=O)C(=CNNc1ccsc1C(=O)OC)C(=O)OCC	3	-9	-1	-10	2	-2	13	-1
CCn1c(SCC(=O)Nc2ccc(C(C)=O)cc2)nc2ccccc21	4	30	-56	-47	3	-12	-67	-12
Cc1cc(N2CCN(c3ncccn3)CC2)nc2c(C)cccc12	-1	-2	14	-7	8	19	0	-2
O=C(CCNC(=O)OCc1ccccc1)NC1CCCCC1	-13	-9	4	-6	-8	2	-7	-5
C#CCOCCOCCOCCNc1nc(N2CCN(C(=O)[C@H](C(C)C)n3cc(CCO)nn3)CC2)nc(N2CCN(C(=O)[C@H](C(C)C)n3cc(CCO)nn3)CC2)n1	0	4	12	9	-12	-3	0	-1
C#CC(C)OC(=O)Nc1cnccc1C(F)(F)F (centres undefined)	-4	3	4	-8	0	-8	11	-5
O=C(O)C1CC=CCC1C(=O)Nc1cccc(F)c1 (centres undefined)	-2	-13	2	12	-1	-5	16	-4
COc1ccc(Nc2ccc([N+](=O)[O-])c3nonc23)c(OC)c1	7	-5	-3	-15	-232	16	-7	-2
CCOC(=O)/C(=C/Nc1ccccc1)[N+](=O)[O-]	3	-8	24	4	-2	4	9	-5
CN(Cc1cnccn1)C(=O)c1cc(COc2cccc(C(F)(F)F)c2)on1	0	-2	0	-12	0	15	-4	-2
CCS(=O)(=O)c1nc(S(=O)(=O)c2ccc(C)cc2)c(N2CCC(O)CC2)s1	9	-13	2	-9	-6	-1	-6	-9
CSc1nnc(-c2cccc(NC(=O)c3ccccc3)c2)n1C	0	4	-3	-4	11	-14	5	-3
CCOC(=O)C1CCN(S(=O)(=O)NC[C@H]2O[C@@H](n3cnc4c(N)ncnc43)[C@H](O)[C@@H]2O)C1 (some centres undefined)	-3	·	-6	·	·	21	9	-5
COC(=O)c1cn(CC(=O)NCc2ccco2)c2ccccc12	-1	-2	-15	-9	7	9	-6	-6
O=C(CNCc1ccc(F)cc1)Nc1ccc(C(=O)N2CCCCC2)cc1	1	-1	-15	8	1	12	8	-6
Cn1c(SCC(=O)NNC(=O)Cc2ccccc2)nnc1-c1ccc(Cl)cc1	-12	-5	5	-1	-17	-4	-19	-3
O=C(COc1ccccc1Cl)NCCCNC(=O)c1cccnc1	0	-1	12	9	6	-1	-5	2
COC(=O)N/N=C/c1ccccc1OCc1ccccc1	-3	0	-2	-25	2	4	0	-1
Cc1nc(NC(=O)C2CC2)sc1C(=O)Nc1cccc(Cl)c1	1	0	3	-16	6	3	4	2
O=C(NCCc1ccccc1)C1CC(=O)N(C2CCCCC2)C1 (centres undefined)	6	-5	1	-1	1	-8	7	-9
Cc1cccc(C)c1NC(=O)COC(=O)CNC(=O)C1CCCCC1	-5	9	-1	6	-11	-4	10	-3
CN1CCN(S(=O)(=O)c2ccccc2)CC1	-4	5	18	6	0	-2	12	-8
Cc1cccc(C)c1-n1nnnc1SCSc1nnnn1-c1c(C)cccc1C	-5	-5	2	-7	9	-8	-3	-8
COc1cccc(-c2cc(C(F)(F)F)nc(-n3cncn3)n2)c1	-2	-2	0	5	9	-9	16	-3
O=C(Nc1ccc(Cl)cc1)c1nc[nH]c1C(=O)NCCN(CCNC(=O)c1[nH]cnc1C(=O)Nc1ccc(Cl)cc1)CCNC(=O)c1[nH]cnc1C(=O)Nc1ccc(Cl)cc1	-2	-20	3	3	-34	24	-10	4
C[C@@H]1CN(Cc2nc(Cc3ccccc3F)no2)C[C@H](C)O1	-5	-19	4	3	-2	4	-13	14
Cn1cc(C(=O)NC2CCCCCCC2)c(=O)c2cc(S(=O)(=O)N3CCCC3)ccc21	0	2	6	14	2	10	-22	-1
CCCn1c(N)c(Br)c(=O)[nH]c1=O	-3	-12	-2	-22	-8	-12	-22	-19
[O-]C1=N/[N+](=C/c2ccccc2Cl)CC1	-6	-8	3	8	0	-8	1	6
CC(=O)Nc1sc2c(c1CN1CCN(C)CC1)CCCC2	4	-2	5	-14	5	-6	5	-2
Cc1cc(C)n(-c2ccc(C(=O)OCC(=O)Nc3ccc([N+](=O)[O-])cc3)cc2)n1	11	4	-7	-5	5	26	12	6
O=C(N1CCOCC1)N1c2ccccc2CC(N2CCOCC2)c2ccccc21 (centres undefined)	-9	-6	-2	5	-5	1	15	-3
CC(=O)N1c2ccc(S(=O)(=O)NCC3CCC(C(=O)Nc4ncccc4C)CC3)cc2CC1C (centres undefined)	-3	9	-7	2	3	-10	-1	-8
Cc1c(C(=O)NCCC2=CCCCC2)oc2ccc(S(=O)(=O)N3CCOCC3)cc12	9	0	20	8	-3	23	-11	8
Cc1cc(CNC(=O)COc2c(F)c(F)cc(F)c2F)c2ccccc2n1	4	-2	11	4	11	-15	-25	-13
COc1ccc(CCN=C(N)NS(=O)(=O)c2cc(F)ccc2F)cc1	-10	3	6	12	6	6	1	-2
COCCNC(=O)c1cccc(OC2CCN(Cc3ccc(F)cc3OC)CC2)c1	3	-2	18	-1	-6	-11	-17	10
O=S(=O)(c1cccc(-c2csc(N/N=C/c3ccco3)n2)c1)N1CCOCC1	11	9	4	7	3	-13	12	2
CCc1ccccc1NC(=O)CN(C)Cc1nc(N)nc(Nc2ccccc2C)n1	4	6	3	-5	-5	5	6	-3
COc1ccc(S(=O)(=O)N(CC(=O)NCc2ccco2)c2ccc(C)cc2)cc1OC	-3	-8	30	-14	2	15	-4	-4
O=C(Nc1nc(-c2ccc(Cl)cc2Cl)cs1)c1ccc(OCC2CCCO2)cc1 (centres undefined)	6	0	-4	38	12	10	31	-6
O=C(CN1C(=O)NC2(CCCC2)C1=O)OCc1ccc(Br)cc1	13	1	-1	-5	1	9	15	-1
Cc1ccc(-c2nc(S(=O)(=O)c3ccc(F)cc3)c(SCC(=O)NCC3CCCO3)o2)cc1 (centres undefined)	-4	7	12	-4	-7	11	1	-7
CC(=O)c1ccc(-c2nnc(CCC(=O)N(C)Cc3cnc4ccccn34)o2)s1	3	-9	-18	4	-3	-1	16	3
CCOc1ccc(C2Oc3nc(SC)nnc3-c3ccccc3N2C(C)=O)cc1OC (centres undefined)	-3	2	-6	7	6	-3	2	3
Cc1c(OCc2nn[nH]n2)ccc2c3c(c(=O)oc12)CCC(C)C3 (centres undefined)	3	6	5	-3	6	7	9	3
NC(=O)C1(N2CCCCC2)CCN(C(=O)c2ccc(-n3cnnn3)cc2)CC1	9	-2	0	7	-8	-2	4	-2
CN(C)c1ccc(CN(C(=O)c2cccs2)C2CCS(=O)(=O)C2)cc1 (centres undefined)	0	-2	18	-16	-1	3	-7	-2
CC1(C)NS(=O)(=O)Oc2ccccc21	-10	-6	-5	3	-2	-2	14	-3
C=CCn1c(SCC(=O)c2ccc(CNC(C)=O)o2)nc2ccccc2c1=O	5	0	4	17	0	-9	-3	-1
COc1cc(OC)nc(NC(=O)NS(=O)(=O)c2ccccc2Cl)n1	4	-5	4	8	7	-18	6	-5
O=C(Cn1cnc2ccccc2c1=O)c1ccc2ccccc2c1	-9	-13	-84	-27	12	19	-128	-6
N#CC(C(=O)NCCc1ccccc1)c1nc2ccccc2nc1N1CCCCC1 (centres undefined)	0	3	-11	15	-8	10	7	1
CN1C(=O)c2oc3ccccc3c(=O)c2C1c1ccccn1 (centres undefined)	-8	-4	4	3	-17	6	0	-3
Cc1nc(S/C(C(=O)O)=C2/C(=O)Nc3ccccc32)n[nH]1	26	35	5	4	-111	-23	20	0
COC(=O)C1=C(C)N(c2ccc(OC)c(OC)c2)C(=O)C1	-1	3	-4	3	-2	6	18	11
Cc1c(Cl)cccc1NC(=O)NNC(=O)CCc1ccccc1	2	-1	4	-6	-8	20	-15	-2

Six successive compounds already listed, for reference:
SMILES	SENP7 inh	SENP8 inh	Gli-Sufu block	Jurkat NFkB inh	UBC13 inh	Apaf1 inhib	697 NFkB inh	HKDC1 inhibitor
CC1(C)NS(=O)(=O)Oc2ccccc21	-10	-6	-5	3	-2	-2	14	-3
C=CCn1c(SCC(=O)c2ccc(CNC(C)=O)o2)nc2ccccc2c1=O	5	0	4	17	0	-9	-3	-1
COc1cc(OC)nc(NC(=O)NS(=O)(=O)c2ccccc2Cl)n1	4	-5	4	8	7	-18	6	-5
O=C(Cn1cnc2ccccc2c1=O)c1ccc2ccccc2c1	-9	-13	-84	-27	12	19	-128	-6
N#CC(C(=O)NCCc1ccccc1)c1nc2ccccc2nc1N1CCCCC1 (centres undefined)	0	3	-11	15	-8	10	7	1
CN1C(=O)c2oc3ccccc3c(=O)c2C1c1ccccn1 (centres undefined)	-8	-4	4	3	-17	6	0	-3

(next part)
SMILES	SENP7 inh	SENP8 inh	Gli-Sufu block	Jurkat NFkB inh	UBC13 inh	Apaf1 inhib	697 NFkB inh	HKDC1 inhibitor
N#Cc1c(SCc2c(Cl)cccc2Cl)nc(N)[nH]c1=S	6	6	4	9	2	-14	20	13
CC(NC(=O)COc1ccc([N+](=O)[O-])cc1)c1ccccc1 (centres undefined)	0	-3	-1	-6	-14	13	-10	-7
COc1ccccc1NC(=O)C(C)OC(=O)CSCC(=O)Nc1ccc(C)cc1C (centres undefined)	2	8	1	1	19	1	12	-5
O=C(O)C1CC=C(Cl)CC1C(=O)NCC1OCCc2ccccc21 (centres undefined)	10	-5	2	-7	2	6	3	-2
CN(CCOc1ccc(Cl)cc1)C(=O)c1ccc(S(=O)(=O)N2CCOCC2)cc1	-7	-15	5	6	-7	13	0	7
COc1cccc(-n2nc3c(=S)[nH]nc(C)c3c2C)c1	-1	4	36	12	-4	6	12	1
COc1ccc(CN2CC[C@@H](N3CCOCC3)[C@H](O)C2)cc1F	7	-9	7	5	-2	-16	0	-2
O=C(Nc1ccccc1)c1ccncc1	-10	-5	1	-2	-8	-1	-2	-4
O=[N+]([O-])c1ccccc1S(=O)(=O)N1CCN(c2ccc(F)cc2)CC1	-11	-4	·	8	-2	4	-6	-2
COc1cc2ccccc2cc1C(=O)Nc1ccc(N2CCN(C(=O)C(C)C)CC2)cc1	-8	-9	26	-13	-2	19	-36	-2
O=C(CCCSc1ccccc1)Nc1cccc(CO)c1	0	-5	0	8	-1	10	-4	-2

High-throughput results deposited in PubChem by Sanford-Burnham Center for Chemical Genomics.
